Lipid storage S3: qHTS Assay for Lipid Storage Modulators in Drosophila S3 Cells. AID 2685. 320,000 compounds, 0.64% hits. Drosophila S3 cells, BODIPY lipid droplet fluorescence, 18-24 h; cells fed with added oleic acid. Potency in µM for hits, for the others lipid storage change, negative = inhibition, % at the top dose, mostly 46.1 µM; active = well fitted inhibition curve with a large enough effect in the signal ratio, with a control signal flat, not every such curve was filed as active; inconclusive = small, poorly fitted or top-dose-only effect, or effect the other way, or a change in a side signal; the % refers to the signal ratio
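Laser-scanning cytometry quantifies lipid droplet accumulation (500–530 nm total intensity; droplet/cell object ratio) in oleic acid-fed (400 uM added) Drosophila S3 cells treated with a concentration series. 20 uM Triacsin C defined 100% inhibition.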
Lipid storage S3 cell count max: recorded beside Lipid storage S3, whose call it bears; cell number change, %; measured here: cell count max response;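 cells counted by Cell Tracker Red CMTPX staining in the red channel; peak over a dose series mostly up to 46.1 µM; percent activity relative to internal control wells on each plate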
* marks the source's active call; other numbers are inactive results; i = inactive; ? = inconclusive; · = not tested or not shown. % is set by controls: 0 for no effect and ±100 for the full control effect; potency is the fitted concentration of half-maximal effect.

SMILES	Lipid storage S3	Lipid storage S3 cell count max
O=C(NCc1ccccc1)c1ccc2nc(-c3ccco3)c(-c3ccco3)nc2c1	?	·
Clc1ccc(-c2nnc3n2CCCC3)cc1	-12%	5
On1nnc2ccc3ccccc3c21	?	·
CO/N=C(\c1nonc1N)N1CCN(c2ccc([N+](=O)[O-])cc2Cl)CC1	?	·
CCOC(=O)CSc1nnc([C@H](CC(C)C)NC(=O)OC(C)(C)C)o1	5%	-7
COc1cccc(C(=O)NC(=S)Nc2ccc(Cl)cc2C(=O)O)c1	19%	3
CC(C)C[C@H](NC(=O)C1CC(=O)N(c2ccc3c(c2)OCCO3)C1)C(=O)N1CCCCC1 (some centres undefined)	?	·
CCc1c(O)nc(SCC(=O)Nc2ccccc2OC)n(-c2ccccc2C)c1=O	i	·
O=C(NC1CCCN(C2Cc3ccccc3C2)C1)c1ccc(F)cc1Cl (centres undefined)	?	·
Nn1c(SCc2ccccc2)nc2c(cnn2-c2ccccc2)c1=O	0%	-1
CC1CCN(C(=O)CSc2ccc(-c3ccccc3)nn2)CC1	?	·
COc1ccc(NC(=O)c2ccc(-c3ccc(C)c4ccccc34)o2)cc1	-13%	-1
CC1(C)Oc2ccc(C(=O)NN)cc2NC1=O	?	·
COC(=O)c1cccc(NC(=O)/C(=C\c2ccccc2)NC(=O)c2ccccc2Cl)c1	-5%	-22
COC(=O)c1cccc(NC(=O)CSc2nnc(-c3ccco3)o2)c1	?	·
COc1cccc(CN2CCNC(=O)C2CC(=O)NC2Cc3ccccc3C2)c1 (centres undefined)	?	·
CC(C)c1ccc(C2(C)NC(=O)N(CC(=O)NCC3COc4ccccc4O3)C2=O)cc1 (centres undefined)	?	·
FC(F)(F)c1cc(NC2CCCCC2)ccn1	2%	-2
CN(C)c1cc[n+](/C(C(=S)Nc2ccc(SC(F)F)cc2)=C(/[O-])c2ccccc2)cc1	?	·
CCCc1ccc2oc(C(=O)N3CCC(N4CCCC(O)C4)CC3)c(C)c2c1 (centres undefined)	?	·
CCC(C)NC(=O)C1CCN(S(=O)(=O)N2CCC3(CC2)OCCO3)CC1 (centres undefined)	-1%	16
O=C(NC12CC3CC(CC(C3)C1)C2)N1CCC(O)CC1	i	-23
C/C=C/c1ccc(OCC(=O)OCC(=O)Nc2c(C)nn(-c3ccccc3)c2C)c(OC)c1	?	·
COc1ccc(N(Cc2cc3cc(OC)ccc3[nH]c2=O)S(C)(=O)=O)cc1	?	·
Cc1nc(C(=O)N2CCCC(Nc3ccc(C)c(C)c3)C2)cs1 (centres undefined)	?	·
Cc1cc(C(=O)NCCCc2ccccc2)no1	?	·
CC(C)(C)c1ccc(C(=O)Nc2ccc(Cl)cc2)cc1	10%	3
COc1ccccc1NC(=O)NNC(=O)CCN1CCOCC1	i	25
O=C(Nc1ccc(-n2cnnn2)cc1)c1cn2ccccc2n1	-3%	11
Oc1ccc(C[C@@H]2CNCCN2CCc2cccc3ccccc23)cc1	9%	-30
COc1ccc([N+](=O)[O-])cc1C(=O)Nc1ccc(Cc2ccncc2)cc1	i	-28
N#CCC(=O)Nc1ccc(C(=O)OCC(=O)C23CC4CC(CC(C4)C2)C3)cc1	?	·
COc1ccc(OC)c(C2C(C(=O)c3cc4ccccc4o3)=C(O)C(=O)N2c2cc(C)on2)c1 (centres undefined)	-29%	13
CCCc1cc(=O)[nH]c(SCc2csc(-c3ccccc3)n2)n1	15%	25
Cc1ccc(Cn2ncc(C)c2N)o1	-3%	3
O=C(NNC(=O)c1ccccc1O)c1ccc(NS(=O)(=O)c2ccc(F)cc2)cc1	i	-20
COc1ccccc1N1CCN(C(=O)C(C)CS(=O)(=O)c2ccc3c(c2)NC(=O)CS3)CC1 (centres undefined)	i	1
CC(C)N(CCNCC(O)COc1ccc(C(C)(C)c2ccccc2)cc1)C(C)C (centres undefined)	?	·
CC1=[N+](C)N(c2ccccc2)C(=O)C1N=Cc1c(Cl)cccc1Cl (centres undefined)	11%	2
O=C(COC(=O)CSc1ccc(Cl)cc1)Nc1ccccc1	0%	-3

A different layout for some results above:
| mol | Lipid storage S3 | Lipid storage S3 cell count max |
| --- | --- | --- |
| CO/N=C(\c1nonc1N)N1CCN(c2ccc([N+](=O)[O-])cc2Cl)CC1 | ? | · |
| CCOC(=O)CSc1nnc([C@H](CC(C)C)NC(=O)OC(C)(C)C)o1 | 5% | -7 |
| COc1cccc(C(=O)NC(=S)Nc2ccc(Cl)cc2C(=O)O)c1 | 19% | 3 |

4 records picked at random from those above:
SMILES	Lipid storage S3	Lipid storage S3 cell count max
O=C(COC(=O)CSc1ccc(Cl)cc1)Nc1ccccc1	0%	-3
O=C(NNC(=O)c1ccccc1O)c1ccc(NS(=O)(=O)c2ccc(F)cc2)cc1	i	-20
N#CCC(=O)Nc1ccc(C(=O)OCC(=O)C23CC4CC(CC(C4)C2)C3)cc1	?	·
COc1ccc([N+](=O)[O-])cc1C(=O)Nc1ccc(Cc2ccncc2)cc1	i	-28

(listing goes on)
SMILES	Lipid storage S3	Lipid storage S3 cell count max
O=C(CCc1c[nH]c2ccccc12)NCc1ccc2c(c1)OCO2	?	·
O=C(CCc1nc2ccccc2c(=O)[nH]1)Nc1cc(Cl)ccc1N1CCCCC1	?	·
O=C(NNC(=O)c1ccc2nonc2c1)Nc1ccc(Cl)cc1	4%	0
N#C/C(=C\c1ccco1)C(=O)Nc1cccc2ncccc12	-11%	-11
CCOc1ccc2nc(SCc3cccc(C)c3)nc(C)c2c1	-6%	-24
N/C(Cc1cccs1)=N\OC(=O)COc1ccccc1	?	·
NS(=O)(=O)c1ccc(NC(=O)CCC2CCCCC2)cc1	6%	14
Cc1ccc(N=C2SC(C(=O)O)CC(=O)N2C)cc1C (centres undefined)	-6%	21
O=C(CN(C(=O)CCC(=O)Nc1nccs1)c1ccc2c(c1)OCO2)NCC1CCCO1 (centres undefined)	i	3
CCOCCCNC(=S)N1CCN(Cc2ccc3c(c2)OCO3)CC1	i	0
CCn1c(SCC(=O)Nc2cccc(C)n2)nnc1-c1ccco1	?	·
Cc1ccc(/C=C2\SC(=S)N(CCC(=O)NCCCN3CCOCC3)C2=O)cc1	i	-14
Cc1cccc(N2C(=S)NC3c4cc(Cl)ccc4OC2(C)C3C(=O)N(C)C)c1 (centres undefined)	?	·
CN(C(=O)c1ccc(NC(=O)Cc2cccc(NC(=O)C3CCN(C(=O)CCc4ccccc4)CC3)c2)cc1)C1CCCC1	?	·
COc1ccc(/C=C/C(=O)NCc2cnn(C)c2C)cc1COc1ccc(Br)cc1	-25%	·
CC1CN(c2nc(Nc3ccccc3)nc(N)c2[N+](=O)[O-])CC(C)O1 (centres undefined)	?	·
O=C(Nn1c(=S)[nH]c2ccccc2c1=O)c1ccncc1	14%	1
Cc1cccc(NC(=O)NCC(c2cccnc2)N2CCOCC2)c1 (centres undefined)	8%	-10
COC(=O)c1c(C(=O)OC)c(-c2ccc(C)cc2)n2c1CS(=O)C2 (centres undefined)	2%	12
Clc1ccc(CN2CCN(/N=C/c3cccnc3)CC2)cc1	2%	-7
CCN(CC)CCCNc1nc2cc(OC)c(OC)cc2c2nc(-c3cccnc3)nn12	?	·
CC(C)CNC(=O)C1CCCN(C(=O)NCc2ccccc2)C1 (centres undefined)	?	·
O=c1c2ccccc2sn1-c1ccccc1	?	·
Cc1cc(N2CCC(C)CC2)nc(-n2nc(C)cc2C)n1	i	·
Nc1cc(-c2ccccc2)nn1Cc1ccccc1	12%	16
O=C(N/N=C\c1ccc(COc2ccc([N+](=O)[O-])cc2)o1)c1ccc(Cl)cc1	i	·
O=C(Nc1cccc(S(=O)(=O)N2CCOCC2)c1)c1ccccc1[N+](=O)[O-]	?	·
CCOC(=O)Cc1csc(NC(=O)c2c(-c3c(Cl)cccc3Cl)noc2C)n1	?	·
CCOC(=O)c1cn(CC(=O)Nc2ccc(C)cc2)nn1	4%	-11
O=C(COc1cccc(-n2cnnn2)c1)Nc1ccccc1	-13%	-12

Structures listed so far that have a tert-butyl group:
SMILES	Lipid storage S3	Lipid storage S3 cell count max
CCOC(=O)CSc1nnc([C@H](CC(C)C)NC(=O)OC(C)(C)C)o1	5%	-7
CC(C)(C)c1ccc(C(=O)Nc2ccc(Cl)cc2)cc1	10%	3

Later entries.
SMILES	Lipid storage S3	Lipid storage S3 cell count max
O=C(Nc1ccc(NC(=O)c2ccccc2F)cn1)c1ccco1	?	·
COc1ccc(N(C(=O)c2snc(C(N)=O)c2N)C(C(=O)NCc2ccccc2)c2ccc(O)cc2)cc1 (centres undefined)	?	·
CN(c1ccc([N+](=O)[O-])cc1C(N)=O)C1CCCCC1	?	·
CCN1CCCC1CNC(=O)CN1C(=O)COc2ccc(C)cc21 (centres undefined)	10%	-37
COc1cc(S(=O)(=O)N2CCN(c3ccccc3)CC2)ccc1F	?	·
CCCCC(=O)Nc1cccc(C(C)O)c1 (centres undefined)	?	·
C#CCOCCOCCOCCNc1nc(N2CCN(C(=O)[C@H](C)n3cc(CCCN=C(N)N)nn3)CC2)nc(N2CCN(C(=O)[C@H](Cc3ccc(O)cc3)n3cc(CCO)nn3)CC2)n1	5%	-11
O=C(Oc1ccccc1C(=S)N1CCOCC1)c1cccc([N+](=O)[O-])c1	?	·
CC(C)OC(=O)/C(C#N)=C/c1cn(Cc2ccccc2)c2ccccc12	?	·
COc1cc(/C=C/c2ccc3c([N+](=O)[O-])cccc3n2)ccc1OCC(=O)O	21%	6
Cc1sc2ncn(CC(=O)NCc3ccccn3)c(=O)c2c1S(=O)(=O)N1CCOCC1	3%	-3
COc1ccccc1-c1nnc(SCC(=O)NCc2ccco2)n1N	?	·
COc1ccc(CNC(=O)CCC(=O)Nc2nnc(CC(C)C)s2)cc1	0%	5
NS(=O)(=O)c1ccc2nc(NC(=O)C3CCCO3)sc2c1 (centres undefined)	-8%	-7
C=CCc1c(C)nc2c(C(=O)O)cnn2c1C	?	·
CCCCOc1ccc(C(=O)NCCCC(=O)N2CCCCC2)cc1	?	·
COc1ccc(C)cc1NCc1ccc([N+](=O)[O-])cc1	?	·
O=C(CC1CC2CCC1C2)OCC(=O)c1c[nH]c2ccccc12 (centres undefined)	?	·
Cc1ccc(C)c(OCc2cc(C(=O)NC(C)c3cnn(C)c3)no2)c1 (centres undefined)	?	·
CCC(=O)c1ccc(N2CCN(C(=O)c3cccc(F)c3)CC2)c(F)c1	3%	-14
Cc1nn(CCCC(=O)NC2CCC(C)CC2)c(=O)c2nn(-c3ccccc3)c(C)c12 (centres undefined)	-12%	·
O=[N+]([O-])c1cncc([N+](=O)[O-])c1Nc1cccc(O)c1	i	-35
CC1CCCCC1NC(=O)COc1ccc(-n2cnnn2)cc1 (centres undefined)	?	·
O=C(NCc1cccs1)C1CC(=O)N(C2CCCC2)C1 (centres undefined)	7%	13
COCC(C)n1c(C)cc(C(=O)COC(=O)CN=C2NS(=O)(=O)c3ccccc32)c1C (centres undefined)	-8%	11
CCOCCCn1c(=S)[nH]c2cc(C(=O)N3CCOCC3)ccc2c1=O	?	·
CCN(CC)C(=O)CSc1nsc(SCC(=O)N(CC)CC)c1C#N	?	·
COc1ccc(C(C)NC(=O)C23CC4CC(CC(C4)C2)C3)cc1 (centres undefined)	?	·
O=C1Nc2ccc(F)cc2C12OCCO2	i	-1
Cc1[nH]c(=O)[nH]c(=O)c1S(=O)(=O)Nc1ccc(F)c([N+](=O)[O-])c1	?	·
CCOc1ccc(NC(=O)CN(C)C(=O)c2ccc(C)o2)cc1OCC	?	·
COC(C[C@@H]1O[C@H]1[C@H](O)COCc1ccccc1)OC	-8%	7
O=C(Nc1nc(-c2cccs2)c(C(=O)C(F)(F)F)s1)c1ccco1	?	·
CCn1c(SCc2ccc(OC)cc2)nnc1-c1ccncc1	12%	4
COc1cc2cnc(-c3ccccc3)c(-c3ccc([N+](=O)[O-])cc3)c2cc1OC	?	·
Fc1ccc(/C=N/Nc2ccccn2)cc1	?	·
CC1(NC(=O)c2cccc(S(=O)(=O)N3CCN(c4ccccc4)CC3)c2)CCS(=O)(=O)C1 (centres undefined)	?	·
O=C(COc1ccc(Cl)cc1)Nc1ccc(C(=O)NCc2cccnc2)cc1	-6%	2
Cc1ccc(-c2nnn(CC(=O)N(CC(=O)NCc3ccccc3)c3cccc(C)c3C)n2)o1	?	·
CCCC(N)CCCCCC(=O)O (centres undefined)	i	15

3 compounds already listed, ordered by length of the SMILES, rising.
SMILES	Lipid storage S3	Lipid storage S3 cell count max
CCOCCCNC(=S)N1CCN(Cc2ccc3c(c2)OCO3)CC1	i	0
COc1ccc([N+](=O)[O-])cc1C(=O)Nc1ccc(Cc2ccncc2)cc1	i	-28
Cc1ccc(-c2nnn(CC(=O)N(CC(=O)NCc3ccccc3)c3cccc(C)c3C)n2)o1	?	·

(listing goes on)
SMILES	Lipid storage S3	Lipid storage S3 cell count max
O=S(=O)(NCc1ccccc1)c1cccc2nonc12	?	·
CC1CCN(CC(C)CNC(=O)c2cc(-c3ccccn3)nc3ccccc23)CC1 (centres undefined)	?	·
CC1(C)Oc2ccc3ccc(=O)oc3c2-c2cn[nH]c21	?	·
S=C(NCC1CCCO1)Nc1ccccc1Cl (centres undefined)	?	·
Cc1nc2ncnn2c(C)c1CCC(=O)N1CC(C)CC(C)C1 (centres undefined)	-3%	1

Assay outcomes deposited in PubChem by National Center for Advancing Translational Sciences (NCATS).

These rows are one share of the data; count on the stated rates, not on these rows.
